High-throughput results from PubChem.
Hsp70 displacement = small molecules displacing fluorescent ligand from Hsp70 – biochemical, fluorescence polarization, primary screen (AID 583); 140,000 compounds, 0.06% hits; one-dose displacement, % at 20 µM; IC50 in µM for titrated hits; Hsp70 fluorescence polarization probe displacement, mP; higher % means a stronger effect; in the data active means displacement above about 50%;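 further: plate controls were vehicle for no effect and reference ligand for full effect; a part of the inactive calls stands beside numbers as strong as those of hits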
MKP-3 inhibition = inhibition of rat DUSP6 enzyme activity – biochemical, in vitro, primary screen (AID 425). recombinant MKP-3 phosphatase activity, fluorescence; higher % means a stronger effect. one-dose inhibition, % at 20 µM; IC50 in µM for titrated hits. 110,000 compounds, 0.17% hits; in the data active means inhibition above about 50%;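 further: plate controls were vehicle for no effect and reference inhibitor for full effect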
* marks the source's active call; other numbers are inactive results; nt = no result given; & = joins results of further samples. Only part of the results is shown (hit frequency here may not be typical).

Hsp70 displacement,MKP-3 inhibition,molecule
-4.2%,2.4%,O=c1[nH]n(CC2COC3(CCCCC3)O2)c(=O)c2ccccc12 (centres undefined)
-0.3%,4.2%,COc1ccc(C2C3=C(N=C4SCC(=O)N42)c2ccccc2CC3)cc1OC (centres undefined)
2.6%,nt,CCSC1=NC2(CCCCC2)Nc2sc3c(c21)CCCC3
-7.6%,nt,COC(=O)CSc1nnc(-c2ccccc2OC)n1-c1ccc(C)cc1
0.7%,nt,CS(=O)(=O)N(Cc1ccccc1)c1ccccc1C(=O)Nc1ccccc1C(=O)NCc1ccco1
0.7%,nt,N=c1c2c(ncn1CCN1CCOCC1)Oc1ccc3ccccc3c1C2c1ccccc1 (centres undefined)
-1.4%,-8.9%,O=C(CN(c1ccccc1)S(=O)(=O)c1ccccc1)N1CCN(Cc2ccc3c(c2)OCO3)CC1
8.5%&0.8%,9.7%&0.5%,CCOC(=O)C1C(=O)NCC2CCCC21 (centres undefined)

One compound at a time, as listed above:
O=c1[nH]n(CC2COC3(CCCCC3)O2)c(=O)c2ccccc12 (centres undefined) is entered as Hsp70 displacement: -4.2%; MKP-3 inhibition: 2.4%
CCOC(=O)C1C(=O)NCC2CCCC21 (centres undefined) is entered as Hsp70 displacement: 8.5%&0.8%; MKP-3 inhibition: 9.7%&0.5%
CS(=O)(=O)N(Cc1ccccc1)c1ccccc1C(=O)Nc1ccccc1C(=O)NCc1ccco1 is entered as Hsp70 displacement: 0.7%; MKP-3 inhibition: nt

Going on with the list:
Hsp70 displacement,MKP-3 inhibition,molecule
5.3%,0.3%,CCOC(=O)C1=C(C)NC(=O)NC1c1ccc(F)cc1F (centres undefined)
5.7%,nt,CCC1(CC)C(=O)N(C)C(=O)NC1=Nc1ccc(OC)cc1
-0.3%,2.7%,Cc1ccccc1CSCC(=O)NC(=O)NC(C)(C)C
3.8%,-2.2%,NC(=NC(=NS(=O)(=O)c1ccccc1)c1ccccc1)SCc1ccccc1
-3.7%,7.4%,CC1=C(C(=O)OCCOC(C)C)C2(O)C(=O)c3ccccc3C2(O)N1 (centres undefined)
-4.5%,-5.7%,Cn1nnc(NC(=O)c2ccco2)n1
-1.2%,3.6%,CCc1nnc(NC(=O)CSc2nnc(COc3ccccc3)n2Cc2ccccc2)s1
nt,1.5%,Cc1cc(C(=O)NCc2ccccc2Br)no1
-0.7%,nt,N#CC1=C(N)S[C@@H](C(=O)c2ccc(F)cc2)[C@@H]1c1cccs1
-4.5%,5.9%,COc1ccc(C2CC(=O)C3=C(C2)Nc2ccccc2NC3c2cc(C)ccc2C)cc1 (centres undefined)
-2.1%,-5.2%,O=C(c1ccccc1)N1CCN(CC(O)COCC2CC=CCC2)CC1 (centres undefined)
-7.0%,4.1%,Cc1nc(C)c(/C(O)=C/c2nc3ccc([N+](=O)[O-])cc3oc2=O)s1
-3.0%,1.5%,O=C(O)C(Cc1ccccc1)NC(=S)Nc1ccccc1 (centres undefined)
1.4%,2.4%,CCOC(=O)c1nc(N)c(C(=O)OCC)[nH]1
-2.4%,nt,O=C(NCc1ccc2c(c1)OCO2)c1ccc(=O)[nH]c1
0.8%,-9.2%,O=C(O)Cn1nc(-c2ccccc2)c2ccccc2c1=O
6.1%,-13.4%,Cc1cc(C)n(C/C=C/Cn2nc(C)cc2C)n1
-1.9%,-2.5%,O=C(NCCCc1ccccc1)c1ccc(Br)o1
2.0%,3.5%,Cc1cc(NC2CCCCC2)nc2ccccc12
0.5%,-7.9%,COC(=O)Nc1ccc(OC)c(OC)c1
-2.1%,-2.5%,O=C(Nn1cnnc1)c1ccncc1
5.7%,-4.0%,O=C(Nc1ccc2c(c1)CCC2)c1cnccn1
4.2%,0.2%,COc1ccc(COC(=O)C2=C(C)NC(=O)NC2c2ccc(O)cc2)cc1 (centres undefined)
-3.6%,-4.6%,CC1S/C(=N/N=C/c2ccccc2)NC1=O (centres undefined)
2.7%,-16.8%,COc1ccccc1Oc1c(C)oc2c(CN3CCN(CCO)CC3)c(O)ccc2c1=O
6.0%,-4.2%,Cc1ccc(-n2nnc3c(SCC(=O)N4CCN(c5ccccc5)CC4)ncnc32)cc1
3.2%,nt,CC(C)NC(=O)c1ccccc1-c1ccccc1
6.6%,3.0%,CC(C)(C)c1cc(C(=O)N/N=C/c2ccccc2Cl)n[nH]1
nt,-11.0%,Cc1ccc2[nH]c(-c3ccccc3)c(CN3CCN(C)CC3)c(=O)c2c1
3.9%,-0.9%,CCCN(CCC)CCCNC(=O)C(=O)Nc1cccc(C(F)(F)F)c1
3.2%,-0.7%,COC(=O)c1ccc(NC(=O)CCCOc2ccccc2)cc1
6.1%,-0.9%,O=C(NNC(=O)c1cccnc1)c1ccc(Br)cc1
-2.7%,nt,C#CCSc1nnc(CSc2nc3ccccc3s2)n1-c1ccccc1
-2.9%&-1.3%,-0.4%&-0.1%,COc1ccc(Cl)cc1C(=O)NCC(C)C
-1.8%,-0.4%,O=C(CSc1ncn[nH]1)c1cccc([N+](=O)[O-])c1
-4.1%,2.6%,CC(C)(C)N1C(=O)NC(=O)C(=Cc2cccs2)C1=O
1.2%,6.5%,COc1ccc(-c2cc(C(=O)Nc3cccc(C)c3)c3ccccc3n2)cc1
0.4%,-3.6%,CCCc1nc(SCC(N)=O)[nH]c(=O)c1CC
4.6%,-9.6%,Cc1nc(NC(=O)c2ccc(Br)s2)sc1C(=O)N(C)C
-0.9%,0.5%,CC1=C(C(=O)OCc2ccc3c(c2)OCO3)C(c2ccc(O)c([N+](=O)[O-])c2)NC(=O)N1 (centres undefined)
2.0%,9.2%,O=C(NCc1cccnc1)c1noc2c1CCCC2
3.0%,nt,CCCCNc1c2c(nc3c(-c4ccccc4)c(C)nn13)CCC2
1.1%,2.3%,COc1ccc(OC)c(N(CC(=O)Nc2ccc3ccccc3c2)S(C)(=O)=O)c1
0.7%,0.5%,COCCCNC(=O)Cn1nnc(-c2ccc(NC(=O)c3ccc(F)cc3)cc2)n1
1.6%,-3.8%,Cc1nc2cc(S(=O)(=O)C(F)(F)F)ccc2s1
-0.1%,nt,Nc1c(C(=O)NCc2ccc(F)cc2)c2nc3ccccc3nc2n1CCCN1CCOCC1
-2.5%,-8.2%,COC(=O)CNc1nc(OC)nc(N(C)C)n1
-2.0%,0.2%,CCOC(=O)c1nc2nc(-c3ccccc3)cc(C(F)(F)F)n2n1
1.8%,-11.4%,COc1ccc2c(c1)c(CCN1C(=O)c3ccccc3C1=O)cn2C(=O)c1ccco1
0.0%&3.9%,-3.0%&1.3%,CC1=C(C(=O)Nc2ccccc2)C(c2ccc(C)o2)N2C(=O)CSC2=N1 (centres undefined)
-1.6%,3.7%,CCCc1cc(=O)oc2cc(OCc3ccc(Cl)cc3)ccc12
0.1%,2.8%,CN(C1=NC(=O)C(CC(=O)Nc2ccc(Br)cc2)S1)c1ccc(O)cc1 (centres undefined)
-0.8%,5.8%,CCOC(=O)c1[nH]c2ccc(OC)cc2c1NC(=O)c1ccc2c(c1)OCO2
-3.3%,-11.6%,COc1ccc(OC)c(C(=O)c2ccc(C(=O)N3CCCCC3)cc2)c1
-30.1%,nt,CCCCOc1ccc(-c2nnn(CC(=O)c3c[nH]c4ccccc34)n2)cc1
0.5%&3.8%,-14.2%&-1.1%,O=C(NC1CCCCCCC1)c1cnccn1

Remaining list, next part
Hsp70 displacement,MKP-3 inhibition,molecule
5.2%,-0.9%,O=C1N/C(=N/N=C\c2ccc(-c3ccc(Cl)cc3)o2)SC1Cc1ccccc1 (centres undefined)
nt,-1.3%,Cc1oc(-c2ccc(Cl)cc2)nc1CS(=O)CC(=O)NCCCN(C)C1CCCCC1 (centres undefined)
-4.5%,nt,CCN(CC)CCNC(=O)C12CC3CC(C)(CC(C)(C3)C1)C2
-0.2%,-3.0%,Cc1ccc(-c2nc(N)n(C(=O)Cc3ccccc3)n2)cc1
0.0%,2.9%,O=C(CC1CCCCC1)NCc1ccccc1
-21.9%&-52.2%,4.6%,CC(=O)NN1C(=O)/C(=C/c2ccc(Br)o2)SC1=S
-0.6%,3.3%,CC(C)(C)OC(=O)NCC(=O)NCC(=O)OCc1ccccc1
1.1%,1.0%,Cc1cccc(C2C3(OC(c4ccc(Br)cc4)C24C(=O)c2ccccc2C4=O)C(=O)c2ccccc2C3=O)c1 (centres undefined)

3 entries already listed, ordered by the number in MKP-3 inhibition, rising:
Hsp70 displacement,MKP-3 inhibition,molecule
nt,-1.3%,Cc1oc(-c2ccc(Cl)cc2)nc1CS(=O)CC(=O)NCCCN(C)C1CCCCC1 (centres undefined)
1.1%,1.0%,Cc1cccc(C2C3(OC(c4ccc(Br)cc4)C24C(=O)c2ccccc2C4=O)C(=O)c2ccccc2C3=O)c1 (centres undefined)
-21.9%&-52.2%,4.6%,CC(=O)NN1C(=O)/C(=C/c2ccc(Br)o2)SC1=S

Other structures.
Hsp70 displacement,MKP-3 inhibition,molecule
-3.6%,-1.2%,O=C1CCSc2cccc3cccc(c23)N1
3.5%,nt,Cc1oc2nc(SCC(=O)NC3CCCCC3)nc(N)c2c1C
-3.1%,-1.1%,COCCOC(=O)c1c(C)oc2ccc(OC(=O)c3ccc(Cl)cc3)cc12
3.4%,-11.1%,Cc1ccc(-c2nn(C)c(=O)c3ccccc23)cc1CNC(=O)c1ccco1
3.6%,2.0%,CCOC(=O)C1=C(O)/C(=C/N(C)C)SC1=Nc1ccccc1
1.1%,1.5%,CCC(=O)O[C@@H]1CC(=O)O[C@H](C)CC=CC=C[C@@H](O)[C@H](C)C[C@H](CC=O)[C@H](O[C@H]2O[C@H](C)[C@@H](O[C@H]3C[C@@](C)(O)[C@@H](OC(=O)CC)[C@H](C)O3)[C@H](N(C)C)[C@H]2O)[C@H]1OC
0.5%,2.2%,COc1cc(OC)cc(C(=O)Nc2nc3ccc4ccccc4c3s2)c1
-142.2%,nt,Cn1cccc1/C=C1\CCC/C(=C\c2cccn2C)C1=O
-5.5%,nt,CCOc1ccc(CNc2ccc(N3CCOCC3)c(C(=O)O)c2)cc1
6.7%,2.3%,CCOc1ccc(N2C(=O)/C(=C/c3cc(Br)c(O)c(OC)c3)C(=O)NC2=S)cc1
-2.8%,0.2%,CCN(CC)S(=O)(=O)c1ccc(C(C)(C)C)cc1
-3.4%,1.5%,c1ccc(C2Nc3ccccc3-c3nc4ccccc4n32)nc1 (centres undefined)
3.4%,-9.8%,CCC(C)NC(=O)c1cc(CC(C)C)on1 (centres undefined)
-1.3%,-7.2%,CCn1ncc(C2=NOC(C(=O)Nc3ccc4c(c3)OCO4)C2)c1C (centres undefined)
-1.3%,-15.7%,CCOC(=O)N1CCC2(CC1)C(C#N)=C(N)Oc1c2sc2nc(C)cc(C)c12
0.6%,0.6%,Cc1cccc2c(C(=O)O)cc(C(=O)O)nc12
-2.3%,nt,CCC(C)N(C(=O)C(F)(F)F)C(C(=O)NC1CCCCC1)c1ccncc1 (centres undefined)
-1.1%,1.1%,O=C(O)c1ccccc1C(=O)OCCCC(F)(F)C(F)(F)F
-2.2%,2.4%,O=C(CCNc1cccc(C(F)(F)F)c1)c1cccc([N+](=O)[O-])c1
1.6%,4.5%,CCOC(=O)CC(NC(=O)c1nc[nH]c1[N+](=O)[O-])C(=O)OCC (centres undefined)
4.0%,9.2%,O=C(COc1ccc(Cl)cc1Cl)Nc1ccc(-c2nc3ccccc3s2)c(O)c1
0.1%,nt,Cc1cc(C)nc(SCc2nnc(SCC(=O)Nc3c(C)cccc3C)o2)n1
2.9%,-4.8%,COC(=O)c1c(N)sc(C(=O)N2CCOCC2)c1C
0.4%,1.4%,Cc1ccc(-n2ncnc2-c2cccc(Br)c2)cc1Cl
-1.7%,-10.9%,Cc1ccc(-c2nc(C)sc2CC(=O)NCc2ccco2)cc1
3.1%,-7.1%,C/C(=N\N=C1/NC(=O)C(C)S1)c1ccc(Br)cc1 (centres undefined)
1.2%,-6.4%,O=C(Nc1ccc(Cl)c(Cl)c1)c1cccc2ccccc12
-1.6%,2.8%,Cc1cc(C)n2c(SCc3ccc(Br)cc3)nnc2n1
5.4%,0.4%,CCOc1ccc(S(=O)(=O)N2CCC(C)CC2)c2ccccc12
2.1%,3.6%,COc1ccc(NS(=O)(=O)c2ccc3c(c2)CCC(=O)N3)c(OC)c1
2.2%,-4.8%,COc1cc(-c2nc(S(=O)(=O)c3ccc(C)cc3)c(N(C)C)o2)cc(OC)c1OC
nt,-10.2%,COc1ccc(S(=O)(=O)N(C)c2ccc(C(=O)N3CCOCC3)cc2)cc1OC
3.7%,-4.2%&4.6%,c1n[nH]c(NCc2ccc3c(c2)OCO3)n1
-3.7%,-3.1%,Cc1nc2nc(Cc3ccccc3)[nH]n2c(=O)c1Cc1ccccc1
-1.0%,-2.7%,CN(C)S(=O)(=O)c1ccc(S(=O)(=O)N(CC(=O)Nc2ccccc2)Cc2ccco2)cc1
-4.0%,-2.4%,COc1ccc(N(CC(=O)O)S(=O)(=O)c2cccnc2)cc1
-0.5%,nt,CCOC(=O)C1=C(C)N=c2s/c(=C3/C(=O)Nc4ccccc43)c(=O)n2C1c1ccc(C)cc1 (centres undefined)
-2.7%,3.4%,O=S(=O)(c1ccc(Cl)cc1)N1CCC(N2CCCCCC2)CC1
-3.9%,4.1%,O=[N+]([O-])c1ccccc1OCC(O)Cn1cnc2ccccc21 (centres undefined)
-3.0%,4.7%,CCOC(=O)c1c(NC(=O)CSc2nnc3c4ccccc4n(CC)c3n2)sc2c1CCC2
2.5%,0.1%,COc1ccccc1-n1c(CSCC(=O)Nc2ccc3ccccc3c2)nc2ccccc2c1=O

Given with two lines to a compound: part of the list above
Order of results – Hsp70 displacement, MKP-3 inhibition
> O=C(Nc1ccc2c(c1)CCC2)c1cnccn1
    5.7%, -4.0%
> COc1ccc(COC(=O)C2=C(C)NC(=O)NC2c2ccc(O)cc2)cc1 (centres undefined)
    4.2%, 0.2%
> CC1S/C(=N/N=C/c2ccccc2)NC1=O (centres undefined)
    -3.6%, -4.6%
> COc1ccccc1Oc1c(C)oc2c(CN3CCN(CCO)CC3)c(O)ccc2c1=O
    2.7%, -16.8%
